# From PubChem
# S1P3 antagonist – blocks the human S1P3 receptor; AID 485; Q99500; actives 0.27% (n = 170,000); CHO S1P3 NFAT-BLA reporter, FRET fluorescence, antagonist mode; inhibition, % at 4.98 µM;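 active means inhibition above the plate cutoff, the mean inhibition of test wells on that plate plus 3 SD, cut at about 28% in these data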;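 further: cells challenged with S1P at its EC80 of 0.8 µM; blue over green emission ratio from cleaved BLA substrate after 4 h stimulation; 0% = S1P-stimulated wells and 100% = unstimulated DMSO-only wells; some compounds past the cut are filed as inactive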
# G6PDH CS – L. mesenteroides G6PDH inhibition counter-screen | Purified L. mesenteroides G6PDH, diaphorase/resazurin coupled fluorescence, 45 min | inhibition, % at 5 µM | actives 0.12% (n = 200,000)
# Diaphorase act – diaphorase activation or chemical reduction counter-screen; Diaphorase/resazurin coupled assay, resorufin fluorescence, 16 min; active compounds read high; 1 = vehicle wells, 0 = NADH-free wells; activation factor at 20 µM; actives 0.005% (n = 190,000); AID 1229;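 active means diaphorase activity raised at least twofold by the compound at 20 µM; inactive means activation factor below 2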
#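 Test system: Clostridium kluyveri diaphorase, purified enzyme. Buffer or medium: 50 mM HEPES pH 7.4 buffer plus MgCl2 and Tween 20. Also added: 0.114 mM NADH and 0.1 mM resazurin, final amounts. Dosing: compound 20 µM once, DMSO 1%. Schedule: 16 min enzyme reaction, ambient temperature. Detection: fluorescence of resorufin, 544 nm excitation, 590 nm emission.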
# PMI activator – activators of human phosphomannose isomerase; P34949; purified human PMI, coupled resazurin fluorescence, 20 min; active compounds read high; 1 = vehicle control, 0 substrate-free wells; activation factor at 20 µM; actives 0.005% (n = 190,000);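 active means activation factor of 2 or more at 20 µM, relative to plate controls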
# TLR4 MyD88 comp – inhibitors of human TLR4-MyD88 binding | O00206+Q99836 | HeLa CL3-4 TLR4/MyD88 BLA complementation, FRET ratio | inhibition, % at 8.4 µM | actives 0.18% (n = 200,000); in the data active means inhibition above about 25%;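 further: 0% = vehicle and 100% = reference inhibitor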
# Target sequence (O00206 whole entry, looked up): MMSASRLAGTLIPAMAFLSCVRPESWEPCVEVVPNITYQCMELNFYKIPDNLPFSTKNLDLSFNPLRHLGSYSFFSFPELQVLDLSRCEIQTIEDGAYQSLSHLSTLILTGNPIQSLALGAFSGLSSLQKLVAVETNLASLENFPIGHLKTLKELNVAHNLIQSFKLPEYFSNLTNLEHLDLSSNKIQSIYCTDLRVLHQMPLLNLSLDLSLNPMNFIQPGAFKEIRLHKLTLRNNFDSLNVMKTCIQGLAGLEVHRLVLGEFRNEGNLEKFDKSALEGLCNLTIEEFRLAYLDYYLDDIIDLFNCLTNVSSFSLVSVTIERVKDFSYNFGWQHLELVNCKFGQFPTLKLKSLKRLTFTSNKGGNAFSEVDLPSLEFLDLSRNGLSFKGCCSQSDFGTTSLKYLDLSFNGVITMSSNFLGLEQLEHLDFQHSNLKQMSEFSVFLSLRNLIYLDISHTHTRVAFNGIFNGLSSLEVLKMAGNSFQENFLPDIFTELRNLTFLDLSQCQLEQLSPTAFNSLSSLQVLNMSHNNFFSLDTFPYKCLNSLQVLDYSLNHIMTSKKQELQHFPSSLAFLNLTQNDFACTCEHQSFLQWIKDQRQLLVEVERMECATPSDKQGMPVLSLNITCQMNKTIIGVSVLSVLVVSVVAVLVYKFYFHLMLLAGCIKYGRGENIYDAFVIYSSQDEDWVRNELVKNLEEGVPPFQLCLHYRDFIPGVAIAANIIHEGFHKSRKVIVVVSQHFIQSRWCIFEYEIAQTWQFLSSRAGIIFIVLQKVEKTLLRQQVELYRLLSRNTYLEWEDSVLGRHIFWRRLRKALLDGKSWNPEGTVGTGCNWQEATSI
# Target sequence (Q99836 whole entry, looked up): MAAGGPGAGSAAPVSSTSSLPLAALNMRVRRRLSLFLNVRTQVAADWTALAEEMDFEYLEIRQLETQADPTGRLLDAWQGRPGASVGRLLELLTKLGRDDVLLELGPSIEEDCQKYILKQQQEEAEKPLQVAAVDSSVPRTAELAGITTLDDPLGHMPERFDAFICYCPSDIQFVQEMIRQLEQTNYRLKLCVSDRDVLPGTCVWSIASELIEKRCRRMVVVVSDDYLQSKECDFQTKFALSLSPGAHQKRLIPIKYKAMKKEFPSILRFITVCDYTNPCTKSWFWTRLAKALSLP
# Redox H2O2 prof – compounds producing H2O2 with reducing agent – biochemical, NIH compound library profiling, artefact control for MLSCN library redox annotation, primary screen; DTT-dependent redox cycling H2O2, phenol red/HRP absorbance; 100% = 100 µM peroxide control, 0% = buffer; activation, % at 10 µM; actives 0.03% (n = 200,000);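 active means activation of at least 50% relative to the plate's high and low controls in the primary single-dose screen; inactive means activation below 50%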;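 further: compound incubated with DTT at 0.8 mM final as the reducing agent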
# Diaphorase inh – inhibits diaphorase or chemically oxidizes, flagging diaphorase assay artifacts | diaphorase resazurin-to-resorufin fluorescence, NADH, 16 min; bacterial (C. kluyveri) enzyme, not human | inhibition, % at 20 µM | actives 0.69% (n = 190,000);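 active means primary screen inhibition at 20 µM above a set limit, cut at about 50% in these data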;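 further: plate controls were DMSO with full reaction for no effect and wells lacking NADH for full effect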
#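 controls = No-NADH positive control and DMSO neutral control | system = Clostridium kluyveri diaphorase enzyme | timing = reaction incubation of 16 min at room temperature | signal = resorufin fluorescence 544/590 nm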
# RAM network inh – blocks the yeast RAM network. S. cerevisiae dse1pr::URA3 reporter, 5-FOA growth OD615, 2 d; analog-sensitive cbk1-as2 kinase mutant strain. inhibition, % at 50 µM. actives 1.8% (n = 190,000). AID 868;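 active means inhibition above a set limit, 3 SD over mean compound inhibition, cut at about 8.4% in these data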;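 further: 0% = DMSO-only wells with no growth and 100% = 10 µM 1-NA-PP1 full growth; inhibition rescues growth on 5-FOA so higher OD means more RAM inhibition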
# PMI act satM6P – increases human PMI activity with near-saturating mannose 6-phosphate | P34949 | coupled PMI enzyme assay, resazurin fluorescence, 20 min; active compounds read high; 1 = untreated enzyme, 0 = substrate-free blank | activation factor at 20 µM | actives 0.34% (n = 190,000);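 active means activation factor of 2 or more at 20 µM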
#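 Material: human phosphomannose isomerase with PGI, G6PDH, diaphorase coupling enzymes; amount: PMI at 15 ng/mL final; also added: Mannose-6-phosphate 1.0 mM (near-saturating) plus 0.22 mM NADP+; incubation: enzyme reaction with compound 20 min at room temperature; signal: resorufin fluorescence (Ex 544/Em 590 nm) from resazurin via diaphorase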
# Lmaj promast – Leishmania major promastigote growth inhibition. Leishmania major promastigotes, resazurin fluorescence viability. inhibition, % at 10 µM. actives 9% (n = 200,000). AID 1063;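 further: promastigotes grown with compound for 44 hours at 28 °C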
# Hsp70 act – transcriptional activators of Hsp70. HeLa Hsp70 promoter luciferase reporter, luminescence; scaled: vehicle 0, proteasome-inhibitor control 100%. activation, % at 10 µM. actives 0.04% (n = 200,000). AID 1203;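 active means activation above the mean across all tested compounds plus 3 SD, cutoff set per campaign, cut at about 5.5% in these data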;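 further: 100% = MG132 at 30 µM as the positive control and 0% = DMSO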
# An asterisk follows results filed as active; . = no result given. Unless noted, no stated cut-off is given here; in the data, active means inhibition above about 50%; inactive means the rest.
# Values run as follows: S1P3 antagonist | G6PDH CS | Diaphorase act | PMI activator | TLR4 MyD88 comp | Redox H2O2 prof | Diaphorase inh | RAM network inh | PMI act satM6P | Lmaj promast | Hsp70 act
Cc1ccc(-c2cc(C(=O)NCc3ccco3)c3ccccc3n2)o1
    -2 | 2 | 0.8 | 1 | -4 | 2.1 | 21 | 2.0 | 1.4 | -8 | -0.3
O=c1[nH]c2c(s1)C(c1ccc(O)cc1)C1C3CCC(C3)C1S2 (stereo unspecified)
    . | -2 | 0.8 | 0.8 | -17 | -1.1 | 16 | 0.5 | 0.8 | 0 | -0.2
N=C1/C(=C\c2ccc(-c3cccc(Cl)c3)o2)C(=O)N=C2SC=C(c3ccccc3)N12
    -5 | -13 | 1 | 0.9 | 3 | 0.5 | 2 | 3.9 | 0.9 | -3 | -0.2
Cc1ccc(-c2c(C#N)c(N)n(-c3ccc(C)cc3)c(=O)c2C#N)cc1
    . | 4 | 0.9 | 0.9 | -4 | -0.2 | 15 | 3.2 | 1 | 3 | -0.5
Cc1ccc(C)c(N2CN(Cc3ccco3)CNC2=S)c1
    2 | -5 | 0.9 | 0.9 | 15 | 0.1 | 10 | -0.1 | 1 | -4 | -0.3
Cc1ccc(-c2nnc(OCC3CCCO3)c3ccccc23)cc1 (stereo unspecified)
    2 | 14 | 0.8 | 0.9 | -11 | 0.5 | 23 | 0.9 | 0.9 | 7 | 0.0
O=S(=O)(Cc1ccccc1)N1CCN(c2ccccc2)CC1
    . | 5 | 1 | 1.1 | 0 | 4.5 | -1 | 3.4 | 1.1 | -6 | -0.1
COc1ccccc1OCCCC(=O)NCc1ccco1
    7 | 20 | 0.8 | 0.9 | -17 | -0.8 | 19 | -0.6 | 0.9 | -6 | -0.1
CCOC(=O)C1(CCOc2ccccc2)CCN(Cc2cccc3nonc23)CC1
    3 | 8 | 0.9 | 0.9 | -6 | 0.7 | 8 | 0.7 | 0.9 | 87* | -0.3
COc1ccc(SCc2noc(C(=O)NCC3CCCO3)c2C(=O)O)cc1 (stereo unspecified)
    . | 3 | 0.9 | 1 | 8 | 22 | 6 | 0.6 | 1.1 | -8 | 0.0
COc1ccc(NC(=O)N2CCCC2C(=O)Nc2ccccc2)cc1 (stereo unspecified)
    . | 7 | 1 | 0.9 | 1 | 0.9 | 4 | -0.5 | 0.9 | -2 | -0.2
COc1ccccc1-c1cc(C(=O)N/N=C/c2cccs2)c2ccccc2n1
    . | 0 | 0.9 | 0.9 | 8 | 0.0 | 15 | -0.2 | 0.9 | 51* | -0.6
CCn1cc(SCC(=O)N2CCc3ccccc32)c2ccccc21
    . | 0 | 0.7 | 0.8 | 1 | 0.0 | 31 | 3.6 | 0.8 | 7 | 0.1
C/C(=N\Nc1ccccc1[N+](=O)[O-])c1ccc(N2CCOCC2)cc1
    -23 | -3 | 0.9 | 1 | -11 | -1.4 | 10 | 3.6 | 0.9 | 7 | 0.0
CCCCn1c2nc3ccccc3nc2c2c(=O)n(C(C)CC)cnc21 (stereo unspecified)
    8 | 5 | 0.7 | 1 | 5 | 0.3 | 26 | 4.5 | 0.5 | 6 | -0.4
CC(C)Cc1nc(SCc2cccnc2)c2c(=O)n(C)c(=O)n(C)c2n1
    0 | -6 | 0.9 | 0.9 | -7 | -0.8 | 13 | 0.7 | 1 | 96* | -0.3
Cc1ccc(CC2S/C(=N/c3ccccn3)NC2=O)cc1 (stereo unspecified)
    . | 9 | 0.9 | 0.9 | 7 | 0.1 | 7 | 7.6 | 1 | -5 | 0.1
N#Cc1cc(C(=O)c2cc(Br)ccc2O)cn(C2CCCCC2)c1=O
    . | -1 | 1 | 1 | -5 | 1.7 | 2 | 4.0 | 1 | 33 | -0.3
O=C(Cn1cnc2ccccc2c1=O)NCc1ccco1
    -25 | 0 | 1 | 0.9 | -4 | 2.1 | 4 | 1.8 | 1 | -4 | -0.1
O=C(O)C1CCCCC1C(=O)Nc1nc(-c2cccs2)cs1 (stereo unspecified)
    -2 | -2 | 0.9 | 0.9 | 3 | 1.0 | 12 | 3.0 | 1 | -8 | -0.2
COc1ccc(Nc2ccc(S(=O)(=O)N3CCCCCC3)cc2[N+](=O)[O-])cc1
    -3 | -5 | 0.9 | 0.9 | -6 | 1.6 | 12 | 6.7 | 0.9 | -1 | -0.3
CCOC(=O)c1c(C)[nH]c(C(=O)CSc2nc(C)cc(C)n2)c1C
    1 | -4 | 0.9 | 1.1 | 1 | 0.0 | 8 | -0.6 | 1.1 | -2 | -0.1
COc1cc(C(=O)NNc2nc3cc4c(cc3s2)OCO4)cc(OC)c1OC
    -1 | 14 | 0.8 | 1.1 | -8 | 0.9 | 15 | 2.6 | 1.1 | 14 | -0.3
CCCCC(=O)Nc1ccc2c3c(cccc13)CC2
    -12 | 1 | 0.9 | 1 | 1 | -0.3 | 9 | 0.3 | 0.9 | 7 | -0.2
CCOc1cc(CNCc2ccccn2)cc(Cl)c1OCC
    -3 | 5 | 1.1 | 1.1 | -3 | -0.4 | -7 | 1.2 | 1.2 | 2 | -0.3
CCOC(=O)CSc1ccc(S(=O)(=O)N(C)C2CCCCC2)cc1[N+](=O)[O-]
    . | 16 | 0.8 | 0.8 | -16 | 0.2 | 16 | 8.2 | 0.9 | -9 | -0.3
CCOCC(=O)Nc1ccccc1C(=O)N1CCOCC1
    5 | 8 | 1 | 1 | -18 | -0.1 | -2 | 1.0 | 1.1 | -9 | -0.2
COc1ccc(Cc2nnc(NC(=O)c3cccs3)s2)cc1
    -19 | 8 | 0.9 | 1.1 | 0 | -3.2 | 8 | 2.0 | 1.1 | -13 | 0.5
CC(C)NC(=O)COC(=O)c1ccc(Cl)c(S(N)(=O)=O)c1
    -6 | 1 | 0.9 | 1 | 2 | -0.8 | 11 | 0.8 | 1 | -4 | 0.1
CCn1cc(Cl)c(C(=O)Nc2ccc(OC)c(OC)c2)n1
    -4 | 2 | 0.9 | 1.1 | 17 | -0.9 | 5 | 2.2 | 1 | 3 | 0.1

# Next compounds.
Structure	S1P3 antagonist	G6PDH CS	Diaphorase act	PMI activator	TLR4 MyD88 comp	Redox H2O2 prof	Diaphorase inh	RAM network inh	PMI act satM6P	Lmaj promast	Hsp70 act
CC1CCN(C(=O)c2cc(N3C(=O)C4C5CCC(C5)C4C3=O)ccc2Cl)CC1 (stereo unspecified)	-22	15	0.9	0.9	-10	0.2	9	-0.4	0.9	-5	-0.2
COc1ccc(N2C(=O)CC(Sc3nc(C)cc(C)c3C#N)C2=O)cc1 (stereo unspecified)	.	9	1	1.1	-14	0.4	4	3.8	1	11	-0.1
COc1cccc(NC(=O)CN(C)C(=O)/C=C/c2cc(OC)ccc2OC)c1	5	-10	1	1	3	-0.3	2	-0.6	1.1	2	-0.3
CCOc1ccc(-c2cc(CCCC(=O)Nc3cc(OC)ccc3OC)no2)cc1	.	11	0.8	0.9	-3	-0.1	16	4.9	0.8	14	-0.2
Cc1cc(NC(=O)COC(=O)C2COc3ccccc3O2)no1 (stereo unspecified)	-35	1	1.1	1	2	0.7	-10	-0.1	1	-5	-0.3
Cc1c(NC(=O)c2ccc(Br)s2)c(=O)n(-c2ccccc2)n1C	1	-2	0.8	1	14	-0.2	15	0.6	0.9	-2	0.2
CCOC(=O)N1CCC(C(N)=O)CC1	-1	0	0.9	1	17	-0.7	6	0.3	1	-1	0.5
O=C(N/N=C/c1ccc(C(=O)O)cc1)C1=NNC(c2ccccc2)(c2ccccc2)C1	-12	7	0.9	1	-6	-1.4	14	7.6	1	6	0.0
COC(=O)Cc1c[nH]c2cccc(OCC(O)CN(Cc3ccc([N+](=O)[O-])cc3)C(C)(C)C)c12 (stereo unspecified)	.	10	0.9	0.9	5	1.8	6	0.0	1	39	-0.3
COc1ccc(N(C(=O)c2ccco2)C(C(=O)NC2CCCC2)c2cccs2)cc1 (stereo unspecified)	10	5	1.1	1	-5	-0.4	-8	2.5	1	4	-0.5
Cc1nn(-c2ccc(Cl)cc2)c(=O)c2ccccc12	5	1	1	1	9	0.1	4	-0.2	1	-3	0.0
O=C(CCn1c(=S)[nH]c2cc3c(cc2c1=O)OCO3)N1CCc2ccccc2C1	.	8	0.7	0.9	7	0.2	28	3.4	0.9	2	0.2
CN1/C(=C\C(=O)CSc2nnc(NCc3ccccc3)s2)C(C)(C)c2ccccc21	-12	-7	0.8	1.1	0	1.9	20	3.2	1.1	7	-0.3
O=C(NC(NC1CCS(=O)(=O)C1)C(Cl)(Cl)Cl)c1cccc(Cl)c1 (stereo unspecified)	.	-4	0.9	0.9	1	1.1	11	1.1	0.8	-6	-0.2
Cc1cc(C(=O)CN2CCCC2)c(C)n1-c1ccc(Cl)cc1	-2	0	1	1.1	-8	-1.5	0	0.8	1	53*	-0.1
Cc1ccc(-c2cnc3cc(C)nn3c2)cc1	-7	3	1	1.1	0	-0.7	1	2.5	1.1	1	-0.3
C/C(N)=C(/C#N)C(=O)COC(=O)COc1ccc(Cl)cc1C	.	7	0.9	0.9	1	-0.1	15	2.7	0.9	-2	-0.3
Oc1c(C(c2ccccn2)N2CCCCC2)cc(Cl)c2cccnc12 (stereo unspecified)	-8	24	0.5	0.6	-13	-0.4	46	2.2	0.7	74*	-0.1
COC(=O)c1ccc(COc2ccccc2/C=C(\C#N)C(=O)Nc2ccccc2C)cc1	0	-7	0.8	1	8	1.0	18	3.8	1	-2	0.0
Cc1nc(SCC(=O)Nc2ccc(Cl)cc2[N+](=O)[O-])nc(C)c1C	1	-6	0.9	0.9	4	-0.1	14	2.2	0.9	7	-0.4
CC1CCCC(C)N1/N=C/c1ccc(C#N)cc1 (stereo unspecified)	-4	8	1	1	5	-1.8	4	2.4	1	-7	0.2

# Some of these compounds in order of length of the SMILES, rising.
Structure	S1P3 antagonist	G6PDH CS	Diaphorase act	PMI activator	TLR4 MyD88 comp	Redox H2O2 prof	Diaphorase inh	RAM network inh	PMI act satM6P	Lmaj promast	Hsp70 act
CC1CCCC(C)N1/N=C/c1ccc(C#N)cc1 (stereo unspecified)	-4	8	1	1	5	-1.8	4	2.4	1	-7	0.2
Cc1c(NC(=O)c2ccc(Br)s2)c(=O)n(-c2ccccc2)n1C	1	-2	0.8	1	14	-0.2	15	0.6	0.9	-2	0.2
CC1CCN(C(=O)c2cc(N3C(=O)C4C5CCC(C5)C4C3=O)ccc2Cl)CC1 (stereo unspecified)	-22	15	0.9	0.9	-10	0.2	9	-0.4	0.9	-5	-0.2
